Bioassay records from PubChem.
CXCR6 block = CXCR6 receptor inhibitors, primary screen, cell-based, beta-arrestin, luminescence, CHO-K1 PathHunter, 1536-well; C-X-C chemokine receptor type 6 (Homo sapiens), O00574; inhibition, % at 20 µM; 360,000 compounds, 0.36% hits; AID 602244, 2012; in the data active = inhibition above about 34%, passing the limit was not always enough;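 note: antagonist mode with CXCL16 agonist at 10 nM final; 0% = 10 nM CXCL16 with DMSO and 100% = unstimulated wells without agonist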
Target sequence (O00574 whole entry, looked up): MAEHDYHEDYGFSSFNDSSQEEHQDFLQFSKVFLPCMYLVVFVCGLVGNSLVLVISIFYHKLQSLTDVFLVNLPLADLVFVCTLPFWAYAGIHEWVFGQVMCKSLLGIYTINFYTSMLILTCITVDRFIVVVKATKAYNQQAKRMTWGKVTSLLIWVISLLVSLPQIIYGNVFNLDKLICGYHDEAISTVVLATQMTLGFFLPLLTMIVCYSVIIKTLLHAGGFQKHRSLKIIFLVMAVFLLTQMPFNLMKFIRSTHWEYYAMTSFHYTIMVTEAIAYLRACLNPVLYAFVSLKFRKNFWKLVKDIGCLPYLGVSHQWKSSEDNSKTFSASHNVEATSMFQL
CCR6 antag = CCR6 receptor antagonists, primary screen, cell-based, CHO-K1, luminescence, beta-arrestin, uHTS | C-C chemokine receptor type 6 (Homo sapiens), P51684 | CHO-K1 CCR6 PathHunter beta-arrestin, CCL20-stimulated | inhibition, % at 20 µM | 340,000 compounds, 0.49% hits;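 active = compounds whose inhibition of the agonist-driven luminescence signal at 20 µM reaches about 50%, limit read from the data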;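 note: cells stimulated with CCL20 at 14 nM final; plate controls were DMSO with CCL20 for no effect and DMSO without agonist for full effect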
APJ agonist = agonists of human apelin receptor APJ, primary screen, CHO-K1 cells, PathHunter beta-arrestin, luminescence; activation, % at 20 µM; AID 2520, 2010; 330,000 compounds, 0.11% hits; P35414; 0% DMSO wells, 100% apelin;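 active = activation more than six SD over the plate average, tested at 20 µM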;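 note: 0% = DMSO alone and 100% = apelin-13 at 10 nM; some results filed as inactive read as strong as hits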
Target sequence (P35414 whole entry, looked up): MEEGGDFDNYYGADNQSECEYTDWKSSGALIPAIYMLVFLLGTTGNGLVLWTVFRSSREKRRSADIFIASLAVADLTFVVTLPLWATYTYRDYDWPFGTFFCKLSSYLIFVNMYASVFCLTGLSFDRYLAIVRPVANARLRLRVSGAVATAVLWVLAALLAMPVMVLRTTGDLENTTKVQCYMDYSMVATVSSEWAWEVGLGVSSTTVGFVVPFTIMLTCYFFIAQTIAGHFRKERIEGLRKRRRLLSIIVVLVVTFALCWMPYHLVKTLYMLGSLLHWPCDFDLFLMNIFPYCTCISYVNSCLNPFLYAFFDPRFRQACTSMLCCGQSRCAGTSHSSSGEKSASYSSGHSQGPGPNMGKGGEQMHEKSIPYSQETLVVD
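Material: engineered CHO-K1 APJ arrestin reporter cells; amount: 1000 CHO-K1 reporter cells seeded per well; incubation: compound stimulation 90 min at 25 °C, detection 60 min; signal: luminescent beta-gal fragment complementation, chemiluminescent substrate; read-out basis: APJ agonist activity; controls: DMSO-only wells as negative, 10 nM Apelin-13 as positive control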
CHOP UPR activ = activators of apoptotic CHOP UPR arm, primary screen, cell-based, CHO-CHOP luciferase reporter, luminescence, uHTS. activation, % at 10 µM. 330,000 compounds, 0.34% hits. UPR activation; percent of tunicamycin response over DMSO baseline;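 active = at 10 µM dose, activation of 40% or more, normalized to positive control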;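 note: 100% = tunicamycin at 10 µg/mL and 0% = DMSO alone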
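System: CHO CHOP reporter cells. Amount: 500 cells per well. Buffer or medium: F12 medium, 10% FBS. Compound dosing: one dose, 10 µM in 0.5% DMSO. Incubation: 6 h compound exposure at 37 °C after overnight seeding. Technique: Steady-Glo luciferase luminescence. Benchmarks: tunicamycin and DMSO controls.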
APJ antagonist = antagonists of human apelin receptor APJ, primary screen, CHO-K1 cells, beta-arrestin complementation, luminescence. 330,000 compounds, 0.32% hits. inhibition, % at 20 µM. AID 2521, 2010. P35414;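 active = inhibition above about 40% at 20 µM, limit read from the data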;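 note: cells challenged with 10 nM apelin-13 agonist together with compound; plate controls were apelin-13 plus DMSO wells for no effect and DMSO wells lacking apelin-13 for full effect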
UPR XBP1 act = activators of adaptive XBP1 UPR arm, primary screen, cell-based, CHO-XBP1 luciferase reporter, luminescence, uHTS | IRE1-XBP1 UPR activation; percent of tunicamycin response, DMSO as zero | activation, % at 20 µM | 330,000 compounds, 0.33% hits;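 active = versus positive control, 20 µM dose yields 30% or more activation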;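 note: 100% = tunicamycin at 10 µg/mL and 0% = DMSO only wells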
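Material: CHO-XBP1 cells stably carrying IRE1-XBP1-driven luciferase reporter | Medium: F12 with 10% serum | Compound dosing: 20 µM single concentration, DMSO 1% | Incubation: Overnight seeding at 37 °C, 6 h compound treatment at 37 °C | Detection: Steady-Glo luminescence read | Read-out basis: % activation of reporter signal versus tunicamycin and DMSO controls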
EBI2 antag = EBI2 receptor antagonists, beta-arrestin recruitment, primary screen, cell-based, luminescence, 7a,25-OHC stimulation, uHTS; G-protein coupled receptor 183 (Homo sapiens), P32249; 7a,25-OHC stimulated; inhibition, % at 5 µM; 360,000 compounds, 0.81% hits; AID 651636, 2012; in the data active = inhibition above about 38%;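 note: enzyme fragment complementation signal reports receptor beta-arrestin coupling in cells; 0% = agonist plus DMSO wells and 100% = wells without agonist; some results beyond the cut were filed as inactive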
Mdm2-MdmX inh = inhibitors of human Mdm2-MdmX association, primary screen, cell-based, luminescence, split luciferase, SaOS-2, uHTS; 330,000 compounds, 3% hits; inhibition, % at 8 µM; SaOS-2 split-luciferase Mdm2/MdmX complementation; Protein Mdm4 (Homo sapiens) + E3 ubiquitin-protein ligase Mdm2 (Homo sapiens), …;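 active = inhibition of at least 50% at 8 µM in the primary screen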
tim23-1 inh = growth inhibitors of tim23-1 mutant yeast, primary screen, luminescence, uHTS. AID 463212, 2010. inhibition, % at 20 µM. 330,000 compounds, 1.3% hits. S. cerevisiae tim23-1 growth, BacTiter-Glo luminescence, 24 h;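 active = growth inhibition of the mutant yeast at or above 50%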;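 note: temperature-sensitive mutant grown at 25 °C; plate controls were DMSO-treated mutant yeast for no effect and medium wells lacking yeast for full effect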
* marks the source's active call; other numbers are inactive results; · = no result given. An excerpt. The share of hits here may be higher or lower than overall.

SMILES	CXCR6 block	CCR6 antag	APJ agonist	CHOP UPR activ	APJ antagonist	UPR XBP1 act	EBI2 antag	Mdm2-MdmX inh	tim23-1 inh
COc1cc(C(=O)NCC(c2ccco2)N2CCc3ccccc32)cc(OC)c1OC (stereo not given)	-2	22	-5	0.5	-34	0	-2	25	1
CCCN(C(=O)COC(=O)C12CCC(=O)N1c1ccccc1S2)c1c(N)n(Cc2ccccc2)c(=O)[nH]c1=O (stereo not given)	-13	2	-1	0.4	7	-1	-1	12	14
CC(=O)Nc1ccc(NC(=O)Cn2c(CC(=O)N3CCCC3)nc3ccccc32)cc1	-4	-17	2	7.2	-14	2	8	11	17
COC(=O)c1c(NC(=O)C2CCCCC2)sc2c1CCN(C(C)C)C2	1	17	-1	-1.7	11	0	-11	5	8
O=C(NCc1ccccn1)c1cccc(S(=O)(=O)N2CCc3ccccc32)c1	8	10	-4	-0.3	5	0	1	-14	14
O=C(N/N=C/c1ccc([N+](=O)[O-])o1)C(O)c1ccccc1 (stereo not given)	-7	-11	3	2.0	-31	-2	-11	0	6
O=C1CCCC(=O)C1=Cc1c[nH]c2ccccc12	-10	-17	-3	1.0	-12	-1	-1	27	18
Cc1ccc(-n2c(=O)cc(N3CCc4ccccc4C3)[nH]c2=O)cc1	-2	17	-1	1.1	8	0	0	7	-1
COc1ccc(S(=O)(=O)NCc2cccnc2)cc1C	-4	5	-1	-0.2	3	-1	-8	3	8
NN1C(=O)/C(=C2/Sc3ccccc3N2CCCS(=O)(=O)O)SC1=S	3	12	-4	-0.4	19	-2	-9	0	9
CSc1nnc2c(n1)c(C)nn2-c1cccc(C)c1	1	20	-2	4.0	18	6	9	-1	25
Cc1ccc(C)c(S(=O)(=O)NCc2ccc(C(=O)N3CCOCC3)cc2)c1	-1	-7	6	0.6	11	-3	12	14	-7
Cc1cccc(NC(=S)N2CCCCC2c2cccnc2)c1C (stereo not given)	-2	6	-3	1.8	-5	-4	-23	7	11
Cc1ccc(-c2nc3cnccn3c2Nc2ccc3c(c2)OCO3)cc1	-1	20	0	1.5	-7	0	8	6	46
Cc1sc2nc(-c3ccccc3)oc(=O)c2c1C	5	7	-2	4.5	-3	0	3	16	5
Cc1ccccc1C(=O)NNC(=O)c1ccc2nc[nH]c2c1	-6	2	1	0.8	-16	1	2	-40	-9
CN1CCN(C(=O)/C=C/c2c(F)cccc2Cl)CC1	0	-11	-3	2.5	13	-3	-6	23	-26
COc1cccc(C(=O)O/N=C(\N)c2ccccn2)c1	-19	-6	3	-12	-19	-12	-8	33	33
COc1ccc(CCNC(=O)CSc2nc(N)c(C#N)c(-c3cccs3)c2C#N)cc1OC	3	-13	-2	-0.3	-8	-2	3	-6	-1
O=C(OCc1cnc(Cl)s1)c1cccc(Cl)c1	-4	19	-4	-1.2	8	0	1	10	2
Cc1cc(C(=O)NCCN2CCOCC2)ccc1[N+](=O)[O-]	-8	-6	0	-1.4	-6	-1	-7	-26	13
Cc1ccc(Nc2n[nH]c(C)c2[N+](=O)[O-])cc1C	10	27	-3	4.3	12	-1	10	-259	-5
NS(=O)(=O)c1cccc(NC(=O)CN2CCCc3ccccc32)c1	0	0	-3	0.1	-11	3	-2	23	5
O=C(Nc1cccc(-c2cn3ccccc3n2)c1)c1cccs1	-5	3	3	2.0	-10	2	-5	-13	7
Cc1ccc(CN2CCN(Cc3cc4ccccc4o3)CC2CCO)cc1 (stereo not given)	4	10	-1	0.4	-11	-2	-2	8	6
CN(C)c1cccc(C(=O)Nc2cc(C(F)(F)F)ccc2-n2cnc3ccccc32)c1	-2	1	2	3.3	13	1	0	-12	23
CCOc1cccc(/C=N/NC(=O)c2cccnc2)c1O	-12	2	-2	2.6	10	1	7	37	21
COc1ccc(N2CCN(C(=O)[C@H](C)NC(=O)c3ccccc3Cl)CC2)cc1	-1	14	-1	-0.1	-12	-4	-4	1	8
CC(=O)C1=C(O)C(=O)N(CCC(=O)O)C1c1ccccc1Cl (stereo not given)	0	2	-4	-0.8	2	0	-9	-24	3
CCN(CC)c1ccc(/C=N/NC(=S)NCc2ccc(OC)cc2)cc1	10	21	-4	0.0	5	2	18	9	12
O=C(O)c1cc2ccc3ccccc3c2[nH]1	-3	-5	-3	1.3	2	1	1	19	3
CC(=O)Nc1ccc(N2C(=O)CSC2c2c(F)cccc2Cl)cc1 (stereo not given)	6	8	0	-1.5	2	3	0	1	14
CCCN1C(=O)/C(=C2\SC(=S)N(c3c(C)n(C)n(-c4ccccc4)c3=O)C2=O)c2ccccc21	·	51*	1	-1.0	-2	-5	·	19	16
O=C(O)CC1(CC(=O)Nc2ccc(F)cc2F)CCCCC1	3	7	2	-0.1	12	-2	-6	-7	-8
COc1ccc(N(CC(=O)N2CCCC(C)C2)S(=O)(=O)c2c(C)nn(C)c2C)cc1 (stereo not given)	-2	5	-4	-0.1	0	-1	-3	-23	11
CS(=O)(=O)Nc1ccc(C(=O)NCC2CCCO2)cc1 (stereo not given)	3	-10	-6	0.3	-16	-5	-4	-7	0
CCn1c(C(=O)N2CCC(C(=O)NCc3cccs3)CC2)cc2sccc21	2	19	-3	-1.1	1	-1	5	-1	4
O=C(Nc1ncccn1)c1cc(-c2ccc(F)cc2)nc2ccccc12	-1	7	0	1.6	-12	-2	1	9	29
Cc1cccc(NC(=O)/C(C#N)=C/c2ccc[nH]2)c1C	4	21	-5	3.5	14	-2	-4	8	-5
Cc1nn(-c2nc3ccccc3s2)c(N)c1Sc1ccc(F)cc1	4	6	0	14	15	14	27	-36	8
Cc1cc(C)c(C)c(S(=O)(=O)N2CCN(C(=O)c3cc(=O)[nH]c4ccccc34)CC2)c1C	4	-3	1	4.6	-2	-1	-28	38	12
O=C(CCC1CCCN(C(=O)c2ccc3c(c2)OCO3)C1)N1CCN(c2ccccn2)CC1 (stereo not given)	-9	-2	-3	0.2	9	-2	-12	-5	13
Cc1oc(-c2ccccc2)nc1CS(=O)CC(=O)N1CCc2ccccc2C1 (stereo not given)	-4	11	-4	-1.9	-52	-3	4	-15	16
Cc1ccccc1C(=O)NC(=S)NCC(=O)c1ccccc1	0	5	-1	0.1	5	0	-1	-3	3
Cc1ccc(C(=O)CCNc2cccc(Br)c2)o1	11	12	-4	0.4	9	2	-1	12	10
O=C(NCc1cccnc1)c1cnn2ccccc12	-2	2	-1	5.7	14	-5	-8	25	-9
O=C(CCn1c(=S)[nH]c2ccccc2c1=O)N1CCOCC1	0	-3	-1	3.1	15	1	1	2	-6
COc1cc(-c2n[nH]c(=S)n2/N=C/c2cccn2C)cc(OC)c1OC	-7	0	2	-0.7	2	5	-11	5	8
CN(C)CCC#CC1(O)c2ccccc2-c2ccccc21	-1	-9	-2	0.9	6	-4	-14	-18	6
O=C(CSc1nc(=O)[nH]c2c1CCCC2)Nc1cc(C(F)(F)F)cc(C(F)(F)F)c1	13	-5	-6	4.7	-60	-2	3	-3	18
COCCNC(=O)CN(C(=O)CCC(=O)Nc1cc(C)on1)c1ccccc1C	-1	-11	-4	2.7	-1	-2	-7	-33	6
CCCCNc1c(-c2ccc(SC(C)CC)c(OC)c2)nc2ccc(C)cn12 (stereo not given)	13	0	9	9.0	-6	-1	55*	50	-1
C/C(=N\NC(=S)Nc1c(C)cccc1C)c1ccc(OC(F)F)cc1	-1	9	-3	2.7	6	-2	13	37	17
COC(=O)CNC(=O)COC(=O)/C=C/c1ccc(F)cc1	-5	12	-4	-0.3	6	-3	2	6	-8
O=C(N/N=C/c1cc(Br)c(O)c(Br)c1)c1cc2c(ccc3ccccc32)o1	-14	9	8	3.1	-11	-4	-7	19	49
O=C(CCSCc1ccccc1)Nc1ccc2c(c1)OCCO2	-17	0	-3	2.7	21	0	-8	-12	19
COc1ccc(C(=O)NCC(C)C)c(OC)c1	3	8	-2	-0.9	11	1	-1	-6	72*
COc1ccc(OC)c([N+](=O)[O-])c1C(N)=O	0	-11	5	-0.2	-35	1	6	2	-4
CCN(c1ccccc1)S(=O)(=O)c1cc2c(cc1C)NC(=O)CO2	8	1	1	-2.5	-12	-2	2	6	-12
